Screening results: PubChem BioAssay, Sanford-Burnham Center for Chemical Genomics
beta cell repl: MIN6 beta-cell proliferation induction; proliferation, % at 10 µM; MIN6 cells proliferation, ATPlite luminescence, 48 h; cells starved in 0.2% serum; 100% = growth in 10% serum; 330,000 tested, 0.29% active; AID 2380;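 active = compounds whose signal lies at least 3.5 SD above the mean of all wells on their plate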;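 note: 0% = DMSO-treated cells in low-serum medium and 100% = 10% serum control; some compounds called inactive have numbers as strong as hits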
APOBEC3A inh: blocks human APOBEC3A ssDNA deamination; P31941; recombinant A3A, FAM/TAMRA ssDNA deamination fluorescence; inhibition, % at 20 µM; 330,000 tested, 0.41% active;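 active = at least 40% inhibition at 20 µM here, with at most 30% in a related deaminase screen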;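 note: plate controls were A3A with DMSO for no effect and wells lacking A3A enzyme for full effect; some results filed as inactive read as strong as hits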
Target sequence (P31941 whole entry, looked up): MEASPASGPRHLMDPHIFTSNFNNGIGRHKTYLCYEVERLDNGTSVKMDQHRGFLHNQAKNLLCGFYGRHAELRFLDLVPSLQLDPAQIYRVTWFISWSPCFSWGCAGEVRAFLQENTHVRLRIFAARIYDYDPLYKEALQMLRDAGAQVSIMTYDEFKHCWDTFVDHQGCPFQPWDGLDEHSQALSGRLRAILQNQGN
APOBEC3G inh: inhibitors of human APOBEC3G DNA deaminase; Q9HC16; recombinant A3G, ssDNA deamination FAM/TAMRA fluorescence; 330,000 tested, 0.28% active; inhibition, % at 20 µM; AID 493012;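 active = inhibition of at least 40% at 20 µM, with no more than 30% in the related APOBEC3A deaminase screen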;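 note: plate controls were DMSO wells with A3G for no effect and wells lacking A3G enzyme for full effect; some compounds called inactive have numbers as strong as hits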
NLRP3 yeast inh: NALP3 inhibition in yeast | Yeast reconstituted NLRP3/ASC/caspase-1, beta-gal luminescence, 24 h | 330,000 tested, 0.39% active | inhibition, % at 10 µM;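 active = inhibition of 50% or more; inactive = inhibition below 50%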;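 note: plate controls were induced DMSO wells for no effect and uninduced yeast grown without galactose for full effect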
hIAP activ: increases human intestinal alkaline phosphatase activity | P09923 | purified human IAP, CDP-Star luminescence, 30 min; hits give high values; 1 = vehicle-only enzyme, 0 = enzyme-free background | activation factor at 10 µM | 330,000 tested, 0.16% active | AID 2524;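 active = activation factor of the enzyme at least 2-fold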; note: the source names both 10 and 20 µM as test concentration; values of inactives mirror those of a sister screen read the other way
Target sequence (P09923 whole entry, looked up): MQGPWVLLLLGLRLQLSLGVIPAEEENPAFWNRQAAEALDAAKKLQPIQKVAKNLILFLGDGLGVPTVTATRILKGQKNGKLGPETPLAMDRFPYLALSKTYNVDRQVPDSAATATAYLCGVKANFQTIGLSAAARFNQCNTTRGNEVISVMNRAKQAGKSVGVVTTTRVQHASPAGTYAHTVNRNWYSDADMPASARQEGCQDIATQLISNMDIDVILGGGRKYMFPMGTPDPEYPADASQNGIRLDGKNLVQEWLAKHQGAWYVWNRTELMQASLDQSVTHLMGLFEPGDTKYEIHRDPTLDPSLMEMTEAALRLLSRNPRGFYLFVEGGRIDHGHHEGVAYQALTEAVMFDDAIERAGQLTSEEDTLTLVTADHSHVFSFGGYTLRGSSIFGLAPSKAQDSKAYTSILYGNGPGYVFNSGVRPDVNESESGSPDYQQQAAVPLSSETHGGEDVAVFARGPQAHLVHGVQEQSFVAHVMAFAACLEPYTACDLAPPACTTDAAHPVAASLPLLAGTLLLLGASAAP
mIAP act: mouse IAP activation | 330,000 tested, 0.24% active | activation factor at 10 µM | muIAP, CDP-Star luminescence, 30 min; hits give high values; 1 = vehicle-only enzyme signal, 0 = enzyme-free wells;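 active = activation factor of at least 2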; note: the source names both 10 and 20 µM as test concentration; values of inactives mirror those of a sister screen read the other way
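System: mouse IAP enzyme. Reagent: CDP-Star chemiluminescent phosphatase substrate. Benchmarks: DMSO wells, no-enzyme wells. Times: 30 min enzyme-substrate-compound incubation at room temperature. Detection: luminescence from enzymatic CDP-Star hydrolysis. Doses: test compounds delivered from DMSO solution.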
mIAP block: blocks mouse intestinal alkaline phosphatase | purified mouse IAP, CDP-Star luminescence, 30 min | inhibition, % at 10 µM | 330,000 tested, 0.2% active | AID 2806;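 active = inhibition of at least 40% at 10 µM in the primary screen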;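 note: plate controls were DMSO with enzyme for no effect and no enzyme wells for full effect; values of inactives mirror those of a sister screen read the other way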
SENP1 inh: blocks the human SENP1 SUMO protease catalytic domain; recombinant SENP1 catalytic domain, CyPet-SUMO1-YPet FRET cleavage; AID 624204; Q9P0U3; inhibition, % at 10 µM; 360,000 tested, 0.21% active;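 active = inhibition at least 30% at 10 µM, raw YFP signal under a set limit, fluorescence ratio 0.5 to 1.5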;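 note: 0% = enzyme with DMSO and 100% = no enzyme wells; some results filed as inactive read as strong as hits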
Target sequence (Q9P0U3 419-644 limits assumed): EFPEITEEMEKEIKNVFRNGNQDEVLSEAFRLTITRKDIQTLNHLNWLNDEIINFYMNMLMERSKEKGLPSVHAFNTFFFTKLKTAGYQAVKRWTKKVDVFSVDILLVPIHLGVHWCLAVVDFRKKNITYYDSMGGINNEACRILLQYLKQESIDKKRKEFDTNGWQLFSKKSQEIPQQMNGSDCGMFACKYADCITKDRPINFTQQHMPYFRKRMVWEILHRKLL
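Compound: 10 µM single point, 0.5% DMSO; Test system: hSENP1 catalytic domain, recombinant; Timing: 50 min reaction at room temperature; Technique: FRET, CFP and YFP emission; Control set: no-enzyme wells low, DMSO-plus-enzyme wells high control.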
hIAP inh: human IAP inhibition. P09923. purified IAP, CDP-Star luminescence, 30 min. inhibition, % at 10 µM. 330,000 tested, 0.12% active;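 active = inhibition reaching a set limit with compound at 10 µM in the primary screen, cut at about 35% in these data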;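 note: plate controls were DMSO wells with enzyme for no effect and no-enzyme buffer wells for full effect; values of inactives mirror those of a sister screen read the other way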
* marks the source's active call; other numbers are inactive results.

For CCN(CC(=O)NCc1cccs1)c1ccc(S(=O)(=O)N2CCCC2)cn1 the results were beta cell repl -5, APOBEC3A inh 6, APOBEC3G inh 1, NLRP3 yeast inh 1, hIAP activ 0.84, mIAP act 1, mIAP block -1, SENP1 inh 3 and hIAP inh 16.
`CC1Cc2ccccc2N1C(=O)C1CCN(S(=O)(=O)c2cccs2)CC1` (configuration not stated) gave beta cell repl 0, APOBEC3A inh -7, APOBEC3G inh -6, NLRP3 yeast inh 6, hIAP activ 1.1, mIAP act 1, mIAP block -3, SENP1 inh -1 and hIAP inh -6.
Cc1cc(NCCCOC(C)C)n2c(nc3ccccc32)c1C#N was read as beta cell repl -1, APOBEC3A inh -6, APOBEC3G inh -6, NLRP3 yeast inh 13, hIAP activ 1.3, mIAP act 1.2, mIAP block -24, SENP1 inh -113 and hIAP inh -26.
For Cc1cc(C)n2nc(C(=O)Nc3ccc4c(c3)CCC4)nc2n1 the results were beta cell repl -3, APOBEC3A inh -5, APOBEC3G inh -5, NLRP3 yeast inh 6, hIAP activ 1.1, mIAP act 1.1, mIAP block -9, SENP1 inh 0 and hIAP inh -13.
For COc1cc(C2NC(=O)NC(C)=C2C(=O)OC2CCCC(C)C2)ccc1O (configuration not stated) the results were beta cell repl -1, APOBEC3A inh -1, APOBEC3G inh -7, NLRP3 yeast inh 6, hIAP activ 0.96, mIAP act 1, mIAP block 0, SENP1 inh -1 and hIAP inh 4.
Screening CC(C)CC(=O)Nc1ccc(-c2nnn(CC(=O)NCc3ccco3)n2)cc1 returned beta cell repl -2, APOBEC3A inh -6, APOBEC3G inh -11, NLRP3 yeast inh -17, hIAP activ 1, mIAP act 0.99, mIAP block 1, SENP1 inh -1 and hIAP inh -1.
COc1ccc(OCC(=O)Nc2cccc(OC)c2)cc1 was read as beta cell repl 1, APOBEC3A inh -4, APOBEC3G inh -9, NLRP3 yeast inh 19, hIAP activ 0.86, mIAP act 0.98, mIAP block 2, SENP1 inh 2 and hIAP inh 14.
Screening CCN(CC)CCCSc1nc2ccccc2s1 returned beta cell repl -1, APOBEC3A inh -1, APOBEC3G inh -7, NLRP3 yeast inh 16, hIAP activ 0.89, mIAP act 0.93, mIAP block 7, SENP1 inh -1 and hIAP inh 12.
`COC(=O)C1=C(C)N=C2SC(C#N)=C(N)N2C1c1ccc(OC)cc1` (configuration not stated) gave beta cell repl -2, APOBEC3A inh -3, APOBEC3G inh -7, NLRP3 yeast inh 15, hIAP activ 1.1, mIAP act 0.99, mIAP block 1, SENP1 inh -24 and hIAP inh -8.
`O=C(OCc1ccccc1)C1=NNC2C(=O)N(c3ccc(Br)cc3)C(=O)C12` (configuration not stated) gave beta cell repl -3, APOBEC3A inh -3, APOBEC3G inh -3, NLRP3 yeast inh 20, hIAP activ 1, mIAP act 1, mIAP block -4, SENP1 inh 1 and hIAP inh -4.
CN(C)S(=O)(=O)c1cccc(NC(=S)N(CCC#N)Cc2cccnc2)c1 was read as beta cell repl -1, APOBEC3A inh 1, APOBEC3G inh -5, NLRP3 yeast inh -3, hIAP activ 0.99, mIAP act 0.89, mIAP block 11, SENP1 inh 0 and hIAP inh 1.
For Cc1ccc([C@H]2C(C(=O)O)=C[C@@H](C(C)(C)C)N2S(=O)(=O)c2ccc(C)cc2)cc1 the results were beta cell repl 2, APOBEC3A inh -6, APOBEC3G inh -8, NLRP3 yeast inh -1, hIAP activ 0.98, mIAP act 0.93, mIAP block 7, SENP1 inh -2 and hIAP inh 2.
Screening CCC1(c2ccccc2)NC(=S)N(c2ccc(C)cc2)N1 (configuration not stated) returned beta cell repl -2, APOBEC3A inh -9, APOBEC3G inh 3, NLRP3 yeast inh 14, hIAP activ 0.93, mIAP act 1, mIAP block -1, SENP1 inh -1 and hIAP inh 7.
Screening Cc1nc(NCc2cccnc2)c2c3c(sc2n1)CC(C)CC3 (configuration not stated) returned beta cell repl -4, APOBEC3A inh 1, APOBEC3G inh 8, NLRP3 yeast inh 16, hIAP activ 1, mIAP act 0.98, mIAP block 2, SENP1 inh -20 and hIAP inh -2.
Screening CSc1nc(C)cc(SC(C(C)=O)C(=O)Nc2ccccc2)n1 (configuration not stated) returned beta cell repl -2, APOBEC3A inh 4, APOBEC3G inh 7, NLRP3 yeast inh 25, hIAP activ 0.9, mIAP act 0.9, mIAP block 10, SENP1 inh -2 and hIAP inh 10.
NC(=O)C1CCN(C2=C(NS(=O)(=O)c3ccccc3)C(=O)c3ccccc3C2=O)CC1 was read as beta cell repl 0, APOBEC3A inh 1, APOBEC3G inh 0, NLRP3 yeast inh 13, hIAP activ 0.85, mIAP act 0.98, mIAP block 2, SENP1 inh 2 and hIAP inh 15.
For CC(C)OC(=O)c1cccc(C(=O)Oc2ccccc2)n1 the results were beta cell repl 1, APOBEC3A inh -3, APOBEC3G inh -6, NLRP3 yeast inh 14, hIAP activ 1.1, mIAP act 1, mIAP block -1, SENP1 inh 2 and hIAP inh -15.
For CCc1cc2c(=O)n(Cc3ccco3)c(SCc3c(C)noc3C)nc2s1 the results were beta cell repl -6, APOBEC3A inh 0, APOBEC3G inh 1, NLRP3 yeast inh 3, hIAP activ 0.96, mIAP act 0.97, mIAP block 3, SENP1 inh -3 and hIAP inh 4.
For NC(=O)C1(N2CCCCC2)CCN(CC(=O)Nc2ccccc2-c2ccccc2)CC1 the results were beta cell repl -2, APOBEC3A inh -4, APOBEC3G inh -2, NLRP3 yeast inh 14, hIAP activ 1.1, mIAP act 1.1, mIAP block -11, SENP1 inh 1 and hIAP inh -7.
For CC(C(=O)N(C)CC(=O)Nc1ccccc1C(F)(F)F)N1C(=O)c2ccccc2C1=O (configuration not stated) the results were beta cell repl 9, APOBEC3A inh -4, APOBEC3G inh -7, NLRP3 yeast inh 0, hIAP activ 0.8, mIAP act 0.93, mIAP block 7, SENP1 inh 1 and hIAP inh 20.
Screening COc1ccc(Br)cc1CN1CCSCC1 returned beta cell repl -2, APOBEC3A inh -6, APOBEC3G inh -12, NLRP3 yeast inh -4, hIAP activ 1.2, mIAP act 0.97, mIAP block 3, SENP1 inh 1 and hIAP inh -16.
Screening CSCCC(NC(=O)COc1ccccc1)C(=O)OCc1ccc([N+](=O)[O-])cc1 (configuration not stated) returned beta cell repl -6, APOBEC3A inh 2, APOBEC3G inh -4, NLRP3 yeast inh 10, hIAP activ 0.92, mIAP act 0.94, mIAP block 6, SENP1 inh 2 and hIAP inh 8.
Screening COc1ccc(CC(=O)N/N=C/c2cccs2)cc1OC returned beta cell repl 2, APOBEC3A inh 3, APOBEC3G inh -5, NLRP3 yeast inh 26, hIAP activ 0.96, mIAP act 0.98, mIAP block 2, SENP1 inh 3 and hIAP inh 4.
`CC(=O)N(C)c1ccc(NC(=O)Nc2cccc3ccccc23)cc1` gave beta cell repl -2, APOBEC3A inh 2, APOBEC3G inh -3, NLRP3 yeast inh 6, hIAP activ 0.92, mIAP act 1.5, mIAP block -48, SENP1 inh -2 and hIAP inh 8.
O=C(CCCN1C(=O)c2cccc3cccc(c23)C1=O)NCc1cccs1 was read as beta cell repl -1, APOBEC3A inh 0, APOBEC3G inh -9, NLRP3 yeast inh 20, hIAP activ 0.96, mIAP act 1, mIAP block 0, SENP1 inh 0 and hIAP inh 4.
For Cc1ccc(CN2CCNC(=O)C2CC(=O)O)cc1 (configuration not stated) the results were beta cell repl 3, APOBEC3A inh 0, APOBEC3G inh -6, NLRP3 yeast inh 10, hIAP activ 0.97, mIAP act 0.99, mIAP block 1, SENP1 inh -4 and hIAP inh 3.
Screening CC(=O)c1ccc(OCCCOc2cccc3cccnc23)cc1 returned beta cell repl 0, APOBEC3A inh -6, APOBEC3G inh -6, NLRP3 yeast inh 32, hIAP activ 1.2, mIAP act 1, mIAP block 0, SENP1 inh -1 and hIAP inh -21.
`Cc1cccc(NS(=O)(=O)c2coc(C(N)=O)c2)c1C` gave beta cell repl -2, APOBEC3A inh 0, APOBEC3G inh -8, NLRP3 yeast inh 9, hIAP activ 1.2, mIAP act 0.93, mIAP block 7, SENP1 inh 0 and hIAP inh -17.
O=C(C[n+]1ccccc1)Nc1ccccc1C(F)(F)F was read as beta cell repl 1, APOBEC3A inh -7, APOBEC3G inh -7, NLRP3 yeast inh 16, hIAP activ 1.1, mIAP act 0.95, mIAP block 4, SENP1 inh 0 and hIAP inh -9.
Screening Nc1ccc2nc(CCCCCCCCc3nc4ccc(N)cc4[nH]3)[nH]c2c1 returned beta cell repl -2, APOBEC3A inh 1, APOBEC3G inh 1, NLRP3 yeast inh 15, hIAP activ 1.4, mIAP act 1.1, mIAP block -10, SENP1 inh 0 and hIAP inh -44.
For C=CCSc1nsc(NC(=O)Nc2cccc(C(C)=O)c2)n1 the results were beta cell repl -6, APOBEC3A inh -2, APOBEC3G inh -5, NLRP3 yeast inh 7, hIAP activ 0.81, mIAP act 1, mIAP block -2, SENP1 inh -1 and hIAP inh 20.
NS(=O)(=O)c1cccc(NC(=O)/C=C/c2cccs2)c1 was read as beta cell repl -3, APOBEC3A inh 5, APOBEC3G inh -2, NLRP3 yeast inh 1, hIAP activ 1.1, mIAP act 0.95, mIAP block 5, SENP1 inh 3 and hIAP inh -10.
COCCNc1ncnc2nc[nH]c12 was read as beta cell repl 0, APOBEC3A inh -4, APOBEC3G inh -4, NLRP3 yeast inh 14, hIAP activ 0.93, mIAP act 1, mIAP block -2, SENP1 inh 1 and hIAP inh 7.
`Cn1cnc([N+](=O)[O-])c1Sc1n[nH]c(N)n1` gave beta cell repl -2, APOBEC3A inh 0, APOBEC3G inh -5, NLRP3 yeast inh 5, hIAP activ 0.89, mIAP act 0.92, mIAP block 8, SENP1 inh 2 and hIAP inh 11.
Screening O=C(Cc1ccc(F)cc1)NCc1cccnc1 returned beta cell repl -2, APOBEC3A inh 0, APOBEC3G inh -7, NLRP3 yeast inh 7, hIAP activ 0.98, mIAP act 1.1, mIAP block -8, SENP1 inh 1 and hIAP inh 2.

Structures shown so far that have fluorine, in the order listed:
For CC(C(=O)N(C)CC(=O)Nc1ccccc1C(F)(F)F)N1C(=O)c2ccccc2C1=O (configuration not stated) the results were beta cell repl 9, APOBEC3A inh -4, APOBEC3G inh -7, NLRP3 yeast inh 0, hIAP activ 0.8, mIAP act 0.93, mIAP block 7, SENP1 inh 1 and hIAP inh 20.
O=C(C[n+]1ccccc1)Nc1ccccc1C(F)(F)F was read as beta cell repl 1, APOBEC3A inh -7, APOBEC3G inh -7, NLRP3 yeast inh 16, hIAP activ 1.1, mIAP act 0.95, mIAP block 4, SENP1 inh 0 and hIAP inh -9.
Screening O=C(Cc1ccc(F)cc1)NCc1cccnc1 returned beta cell repl -2, APOBEC3A inh 0, APOBEC3G inh -7, NLRP3 yeast inh 7, hIAP activ 0.98, mIAP act 1.1, mIAP block -8, SENP1 inh 1 and hIAP inh 2.

The list is partial, so the mix of outcomes need not match the whole.
